Screening data: PubChem BioAssay, several laboratories
human PMI inhibitors: MPI inhibition at elevated mannose 6-phosphate – biochemical, fluorescence intensity, high mannose 6-phosphate, primary screen (AID 1220); inhibition, % at 20 µM, or IC50 in µM where a hit was titrated; hit rate 0.66% among 190,000; recombinant PMI enzyme, coupled fluorescence intensity; higher % means a stronger effect
Autophagy mod: modulators of autophagy; AID 463193; hit rate 0.98% among 190,000; MEF GFP-LC3 puncta imaging; test concentration mostly 10 µM; calls only at 10 µM (by protocol);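 active = percentage of spot-positive cells more than 3 SD above its plate mean, without a fluorescence outlier flag or 80% toxicity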;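 also: spot-positive cell cutoff set from DMSO-treated cells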
human PMI inhibition: MPI enzyme activity inhibition – biochemical, fluorescence intensity, coupled assay, primary screen (AID 1209); hit rate 0.42% among 190,000; inhibition, % at 20 µM; hits with a dose series show IC50 in µM; purified PMI enzyme, coupled fluorescence intensity; higher % means a stronger effect;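 also: plate controls were DMSO vehicle for no effect and wells lacking substrate for full effect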
bCat nuc transl: beta-catenin nuclear translocation modulation; nuclear translocation activity, % at 5 µM; hit rate 0.3% among 190,000; AID 1665; HeLa beta-catenin nuclear translocation, immunofluorescence imaging;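 active = nuclear translocation activity above 50% at 5 µM, with a well cell count of 50 or more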;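 also: per-cell ratio of nuclear to cytoplasmic median beta-catenin stain intensity; plate controls were DMSO negative control for no effect and GSK-3 inhibitor IX positive control for full effect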
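Test system: human HeLa cells, endogenous beta-catenin. Times: 24 h compound exposure, 37°C. Measured by: beta-catenin immunofluorescence imaging with DAPI.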
TNAP activators: stimulation of alkaline phosphatase TNAP activity – biochemical, luminescent, no phosphate acceptor, uHTS, primary screen (AID 1001) | purified TNAP, luminescent activation assay, no phosphate acceptor; higher activation fold means a stronger effect | activation fold at 20 µM; hits with a dose series show EC50 in µM | hit rate 0.03% among 200,000; in the data active = activation fold from about 3, or a potency from the dose series; inactive = the rest, 99 in 100 with activation fold below about 1.6; also: many of its hits are not listed in these tables
Lipid droplet: modulators of hepatic lipid droplet formation | AML12 mouse hepatocytes, oleate lipid droplets, BODIPY imaging | inhibition, % at 6.5 µM | hit rate 0.4% among 240,000 | AID 1656;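 active = lipid droplet intensity inhibited by at least 50%, with more than 500 cells counted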
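material = mouse AML12 hepatocyte cell line, fixed after treatment | also added = 100 µM oleic acid challenge | doses = compound at 6.5 µM only | schedule = overnight exposure | technique = Image-based BODIPY and DAPI two-channel analysis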
Ins promoter up: MIN6 insulin promoter up-regulation | MIN6 insulin promoter-GFP reporter, high-content imaging; stronger effect = higher value | z-score at 5 µM | hit rate 0.3% among 190,000;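 active = z-score above 3 at 5 µM with at least 500 cells counted in the well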
T cell modulator: T cell immune modulators affecting CD8 T cell-vesicle binding; hit rate 0.068% among 330,000; 2C CD8+ T cell-vesicle binding, flow cytometry; stronger effect = lower value; calls only at 7 µM;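 active = response, share of CD8 T cells binding vesicles, and their 90th percentile fluorescence all below set limits, cut at about 80% in these data, passing the limit was not always enough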
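Assay system: 2C TCR transgenic mouse naive CD8+ T cells, MACS-purified | Read-out: CD8+ gate FL2 mean fluorescence as % of same-row positive control | Signal: High-throughput flow cytometry with anti-B7-1 and anti-CD8 staining | Timing: Binding step 1.5 h, 37 °C, antibody labelling 20 min, ice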
MT stabilizer: stabilizes microtubules in HeLa cells | HeLa tubulin immunostaining HCS, 24 h; share of cells brighter than vehicle mean+2SD | % tubulin-high responders, % at 10 µM | hit rate 0.83% among 200,000 | AID 2205;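 active = plate Z-score above 3 for both tubulin-high and condensed-nucleus cell shares, with cell loss under 80%, at 10 µM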;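 also: anti alpha tubulin signal scored within the nucleus-defined area of each cell; some results filed as inactive read as strong as hits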
Ins promoter up cell count: further read-out of Ins promoter up, marked with its call; cell count; measured here: cytotoxicity, nuclei count;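 total cells summed across four imaged fields per well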
Lipid droplet cells 6.5 µM: also measured in Lipid droplet; calls as there; cell count; measured here: cell count, cytotoxicity flag;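 cells counted across two imaged fields per well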
bCat nuc transl cell count 5 µM: second read-out of bCat nuc transl, no call of its own (marks repeat the call); cell count; measured here: cell count, cytotoxicity flag
T cell modulator vesicle-bound %: recorded beside T cell modulator, whose call it bears; double positive events, %; measured here: CD8+ vesicle-bound cell fraction;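 binding gate set so that unloaded-vesicle control wells show 10% double positive cells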
MT stabilizer Hoechst-high %: second read-out of MT stabilizer, no call of its own (marks repeat the call); % Hoechst-high responders; measured here: nuclear condensation Hoechst responders;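 share of cells brighter than vehicle mean plus two SD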
MT stabilizer cytotoxicity %: further read-out of MT stabilizer, marked with its call; toxicity, %; measured here: cytotoxicity by cell density;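 0% = mean cell density of plate MIN control wells and 100% = no cells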
Autophagy mod cell loss 18 h: second read-out of Autophagy mod, no call of its own (marks repeat the call); toxicity, %; measured here: cell loss, nuclei count;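 cell loss after 18 h compound exposure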
Active calls of the source: *; i = inactive; x = not tested or not shown. Rule as the data show it, unless noted: active = inhibition above about 50%; inactive = the rest.

SMILES	human PMI inhibitors	Autophagy mod	Autophagy mod cell loss 18 h	human PMI inhibition	bCat nuc transl	bCat nuc transl cell count 5 µM	TNAP activators	Lipid droplet	Lipid droplet cells 6.5 µM	Ins promoter up	Ins promoter up cell count	T cell modulator	T cell modulator vesicle-bound %	MT stabilizer	MT stabilizer Hoechst-high %	MT stabilizer cytotoxicity %
O=C(c1cccs1)n1nc(-c2ccccc2)nc1NCc1ccco1	13.3%	i	-0.4	11.1%	-2.2	1153	0.9	5.7	728	x	x	i	56.0	2.7	2.8	6.8
COCCN(Cc1cc2cc(C)ccc2n2nnnc12)C(=S)Nc1ccc(C)cc1	12.7%	i	22.4	8.4%	-2.5	1125	1	19.3	820	-0.29	1206	i	55.2	3.8	2.6	10.0
O=C(Nc1ccccc1)Nc1nnc(-c2ccccc2)s1	x	x	x	x	-2.6	1181	x	1.7	693	0.52	1460	i	50.3	x	x	x
CC12COC3(C(=O)Nc4ccccc4)CC1CCC32C (stereo not given)	-2.3%	i	16.6	-3.2%	-3.0	1010	1	-7.9	749	0.19	1587	i	23.1	2.4	1.4	6.2
CCCCNC(=O)N(O)C1N(/N=C/c2cccs2)C(=S)SC1(C)C (stereo not given)	x	x	x	x	0.5	1324	x	-4.9	692	-0.52	1465	i	12.4	x	x	x
N#Cc1cc2c(nc1SCc1ccc(Cl)nc1)CCCCC2	x	x	x	x	0.2	1321	x	13.3	689	-0.18	1117	i	44.6	x	x	x
CCn1c2ccccc2c2cc(N=C3SC(CC(=O)Nc4ccccc4OC)C(=O)N3C)ccc21 (stereo not given)	22.9%	i	19.8	19.5%	1.5	1363	1.1	x	x	-1.16	1608	i	7.1	2.9	1.1	5.0
CCC(=O)OCc1cc2cccc(C)c2[nH]c1=O	-5.9%	i	-0.7	0.8%	-0.4	785	1	x	x	0.95	1220	i	34.2	1.6	2.8	11.0
COc1ccc(OCCC(=O)OCc2c(C)noc2C)cc1	6.0%	i	2.2	8.5%	-1.4	1230	1.1	-34.7	774	0.42	866	i	52.0	2.3	1.7	6.5
O=C1c2ccccc2S(=O)(=O)N1CC(O)Cn1c2ccccc2c2ccccc21 (stereo not given)	5.1%	i	1.7	10.9%	-0.2	837	1.1	x	x	0.48	1129	i	15.5	2.8	1.7	8.8
C=CCNC(=O)C1=NOC(CNC(=O)c2c(-c3ccccc3Cl)noc2C)C1 (stereo not given)	14.2%	i	3.4	9.7%	0.0	998	1	10.1	551	1.24	1771	i	17.3	2.4	1.6	0.5
O=C(Nc1cccc(O)c1)N1CCOCC1	41.9%	i	-1.6	18.1%	0.6	957	1.1	6.0	763	0.45	1129	i	34.4	2.1	1.4	1.7
FC(F)(F)c1ccc2c(c1)nc1n2CCCC1	1.2%	i	-13.4	1.0%	4.5	1353	1.1	x	x	0.39	1451	i	21.9	1.9	1.6	4.5
N#Cc1cc(-c2ccccc2)cnc1Cl	7.0%	i	9.5	5.5%	-0.6	1086	1	14.6	682	0.09	1803	i	0.7	1.4	2.0	4.6
O=C(NCc1cccs1)C1CCCN(S(=O)(=O)c2cccs2)C1 (stereo not given)	6.6%	i	-3.5	9.0%	0.6	1025	1.1	0.8	760	0.95	1319	i	58.6	0.8	3.8	7.7
O=C(NCc1ccc(F)cc1)C1CCC(CNc2c(N3CCOCC3)c(=O)c2=O)CC1 (stereo not given)	x	x	x	x	1.0	1255	x	7.0	669	-0.88	1004	i	39.7	x	x	x
CCOc1ccc(OCCCC(=O)O)cc1	-7.6%	i	-5.9	-8.8%	-3.2	1086	1.1	-3.8	765	0.54	926	i	18.1	1.6	1.2	24.3
CCOC(=O)c1sc(-c2cccc(C(F)(F)F)c2)nc1O	x	x	x	x	0.2	1014	x	11.3	757	-0.43	1366	i	33.9	x	x	x
CN=c1scc(-c2ccc(OC)cc2)n1/N=C(\C)c1cccnc1	-7.7%	i	12.2	-14.3%	3.7	1117	1.1	-4.1	708	-1.03	940	i	19.0	2.2	2.6	5.3
CC1(C)CC(=O)C(C(=S)Nc2ccccc2)=C(NCCN2CCOCC2)C1	0.5%	i	-5.0	-10.7%	-1.4	1371	1	x	x	0.17	1301	i	29.3	1.8	1.3	3.3
O=C(CSc1ncnc2c1oc1ccccc12)N1CCCc2ccccc21	13.5%	i	-6.1	10.6%	-0.8	1072	1	3.9	617	-0.39	1839	i	50.4	4.6	1.4	1.1
CN(C)CCN(C(=O)c1ccccc1Cl)c1nc2c(Cl)cccc2s1	-19.5%	i	7.9	-12.8%	-0.1	1087	0.9	-7.6	610	-0.45	1362	i	43.4	5.1	2.1	11.3
COC(=O)c1cc(C#N)c(N2CC(C)OC(C)C2)nc1C (stereo not given)	10.4%	i	3.4	8.8%	1.8	974	1.1	3.2	697	-0.19	1541	i	64.9	8.1	4.6	21.1
COc1ccc(-c2nn(C)c3sc(C(=O)NCc4ccco4)cc23)cc1OC	0.9%	i	-40.2	9.3%	-1.2	1062	1.1	-4.5	698	-0.86	1320	i	41.0	10.0	1.7	4.7
COc1ccc(/C=C/C(=O)Nc2ccncc2)cc1OC	x	i	3.7	x	1.9	1472	1	-21.0	707	-0.27	1366	i	36.0	1.4	2.2	7.1

Ordered by count of non-hydrogen atoms (lowest first): part of the list above.
SMILES	human PMI inhibitors	Autophagy mod	Autophagy mod cell loss 18 h	human PMI inhibition	bCat nuc transl	bCat nuc transl cell count 5 µM	TNAP activators	Lipid droplet	Lipid droplet cells 6.5 µM	Ins promoter up	Ins promoter up cell count	T cell modulator	T cell modulator vesicle-bound %	MT stabilizer	MT stabilizer Hoechst-high %	MT stabilizer cytotoxicity %
FC(F)(F)c1ccc2c(c1)nc1n2CCCC1	1.2%	i	-13.4	1.0%	4.5	1353	1.1	x	x	0.39	1451	i	21.9	1.9	1.6	4.5
CC12COC3(C(=O)Nc4ccccc4)CC1CCC32C (stereo not given)	-2.3%	i	16.6	-3.2%	-3.0	1010	1	-7.9	749	0.19	1587	i	23.1	2.4	1.4	6.2
COc1ccc(OCCC(=O)OCc2c(C)noc2C)cc1	6.0%	i	2.2	8.5%	-1.4	1230	1.1	-34.7	774	0.42	866	i	52.0	2.3	1.7	6.5
C=CCNC(=O)C1=NOC(CNC(=O)c2c(-c3ccccc3Cl)noc2C)C1 (stereo not given)	14.2%	i	3.4	9.7%	0.0	998	1	10.1	551	1.24	1771	i	17.3	2.4	1.6	0.5
COCCN(Cc1cc2cc(C)ccc2n2nnnc12)C(=S)Nc1ccc(C)cc1	12.7%	i	22.4	8.4%	-2.5	1125	1	19.3	820	-0.29	1206	i	55.2	3.8	2.6	10.0
O=C(NCc1ccc(F)cc1)C1CCC(CNc2c(N3CCOCC3)c(=O)c2=O)CC1 (stereo not given)	x	x	x	x	1.0	1255	x	7.0	669	-0.88	1004	i	39.7	x	x	x

The list continues:
SMILES	human PMI inhibitors	Autophagy mod	Autophagy mod cell loss 18 h	human PMI inhibition	bCat nuc transl	bCat nuc transl cell count 5 µM	TNAP activators	Lipid droplet	Lipid droplet cells 6.5 µM	Ins promoter up	Ins promoter up cell count	T cell modulator	T cell modulator vesicle-bound %	MT stabilizer	MT stabilizer Hoechst-high %	MT stabilizer cytotoxicity %
O=c1cnnc(Nc2ccccc2F)[nH]1	-1.3%	i	-14.3	-8.0%	-4.8	1189	1.1	-6.6	679	0.32	1237	i	53.2	3.3	1.5	7.9
C#CCOCCOCCOCCNc1nc(N2CCN(C(=O)C([C@@H](C)CC)n3cc(C(N)CC(C)C)nn3)CC2)nc(N2CCN(C(=O)[C@H](CCC(=O)O)n3cc(C(N)CC(C)C)nn3)CC2)n1 (stereo not given in full)	-6.3%	i	0.1	-1.1%	-1.1	1145	1.1	-1.2	703	0.47	1473	x	x	3.7	1.7	2.6
O=C(CSc1nnc(-c2cccs2)n1-c1ccccc1)NCC1CCCO1 (stereo not given)	5.8%	i	4.5	5.3%	-1.3	999	1.1	-34.9	515	-0.11	1829	i	7.5	3.5	0.8	6.0
CCN(CC)c1ccc(C2C(C(=O)OC(C)C)C(=O)CC(C)(O)C2C(=O)OC(C)C)cc1 (stereo not given)	-5.6%	i	-2.8	-8.0%	x	x	0.9	4.1	757	-1.12	909	i	25.1	1.3	1.0	4.9
Cc1ccc2nc(-c3ccc(N4C(=N)SC5CS(=O)(=O)CC54)cc3)sc2c1 (stereo not given)	3.0%	i	6.4	10.4%	0.7	999	0.9	9.4	674	2.31	1398	i	32.6	6.4	1.3	10.0
CCCOC(=O)c1ccc(N2C(=O)c3ccccc3C2=O)cc1	6.8%	i	-0.5	-0.8%	-0.5	936	1.2	35.2	516	x	x	i	44.4	1.2	3.4	7.0
COc1ccc(NC(=O)c2cc3c(Cl)nc4ccccc4c3s2)c(OC)c1	-4.3%	i	-0.2	6.6%	0.3	1096	1.1	-7.1	619	x	x	i	1.8	2.3	1.8	3.8
Cc1cc2ncn(C(=O)N3CCOCC3)c2cc1C	9.9%	i	-1.9	11.5%	x	x	1.2	9.6	713	-0.04	1208	i	34.2	3.3	1.9	3.6
O=C1COc2ccccc2CN1	4.2%	i	-34.2	3.6%	-0.9	1420	1.1	x	x	-0.17	1567	i	49.6	2.8	1.7	6.0
CC1CCc2nc(NC(=O)CCSc3ccccc3)sc2C1 (stereo not given)	0.2%	i	5.8	6.3%	2.6	1008	1.1	10.3	707	-1.79	1462	i	36.0	8.9	3.5	8.3
Cc1cccc(C)c1NC1=C(Cl)C(=O)OC1OC(=O)c1ccccc1 (stereo not given)	15.8%	i	20.7	14.8%	-2.3	1094	1.1	-7.6	716	-0.41	1232	i	51.4	3.4	1.6	7.3
